PriA SSB inh – inhibitors of Klebsiella pneumoniae PriA binding to SSB C-terminal tail; AlphaScreen SSBct-PriA binding, biotinylated peptide; inhibition, % at 33 µM; 0.6% of 430,000 active; AID 1272365; in the data active = inhibition mostly above about 37%, no sharp cut-off; inactive = mostly below about 20%;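 also: plate controls were negative control peptide for no effect and reference peptide for full effect; strong numbers were not always called active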
Rv3671c protease – inhibits the M. tuberculosis serine protease Rv3671c. P9WHR9. inhibition, % at 5.96 µM. 0.048% of 320,000 active. AID 2606; in the data active = inhibition above about 38%;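 also: extracellular domain of Rv3671c used as enzyme; 0% = enzyme with DMSO and 100% = no enzyme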
Target sequence (P9WHR9 whole entry, looked up, the tested form may be a part): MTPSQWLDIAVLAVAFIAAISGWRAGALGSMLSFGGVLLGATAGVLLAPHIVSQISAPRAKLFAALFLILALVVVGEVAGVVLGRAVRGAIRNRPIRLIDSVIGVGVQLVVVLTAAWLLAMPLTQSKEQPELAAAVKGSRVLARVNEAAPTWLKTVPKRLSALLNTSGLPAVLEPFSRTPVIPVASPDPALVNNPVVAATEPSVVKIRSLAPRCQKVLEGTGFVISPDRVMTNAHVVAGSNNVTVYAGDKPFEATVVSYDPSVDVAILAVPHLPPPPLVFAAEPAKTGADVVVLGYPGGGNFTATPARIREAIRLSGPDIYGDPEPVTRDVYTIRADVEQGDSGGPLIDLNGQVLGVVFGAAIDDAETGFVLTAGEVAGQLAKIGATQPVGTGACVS
SARS 3CLpro inh – SARS-CoV 3CLpro protease inhibition; P0C6X7; recombinant SARS-CoV 3CLpro, quenched FRET peptide cleavage; inhibition, % at 6 µM; 0.14% of 290,000 active; AID 1706; in the data active = inhibition above about 12%
CCHFV vOTU inh – CCHFV vOTU protease inhibition | AID 651958 | 0.55% of 370,000 active | inhibition, % at 11.5 µM | Pep-AMC fluorescence; in the data active = inhibition above about 30%; also: 0% = vehicle wells with enzyme and 100% = no enzyme wells
DUSP3 inh – inhibitors of human VHR1 phosphatase (DUSP3) | P51452 | recombinant VHR phosphatase, pNPP absorbance | inhibition, % at 13.3 µM | 0.52% of 290,000 active; in the data active = inhibition above about 50%; also: some compounds called inactive have numbers as strong as hits
Target sequence (P51452 whole entry, looked up): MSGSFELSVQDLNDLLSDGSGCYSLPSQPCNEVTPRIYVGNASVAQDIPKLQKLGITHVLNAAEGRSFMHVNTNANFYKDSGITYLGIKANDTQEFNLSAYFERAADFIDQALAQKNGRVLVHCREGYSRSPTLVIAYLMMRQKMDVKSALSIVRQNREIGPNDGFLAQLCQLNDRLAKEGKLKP
PrPC surface inh – inhibitors of human cell surface prion protein PrPC | inhibition, % at 13.8 µM | TR-FRET read-out | 0.43% of 370,000 active | P04156; in the data active = inhibition above about 24%; also: 0% = median of the test wells and 100% = reference compound wells
BH1578 lux ind – induces V. cholerae light production without autoinducers; V. cholerae BH1578 lux reporter, luminescence, 6 h; activation, % at 18.7 µM; 0.16% of 350,000 active; in the data active = activation mostly above about 9.7%, no sharp cut-off; also: not every result past the cut was called active; inactives centre near 0; reference of the scale not given here
Yp Topo-I inh – inhibitors of Yersinia pestis topoisomerase I; Y. pestis Topo-I cleavage product accumulation, plate reader; activity, % at 10 µM; 0.064% of 360,000 active; AID 504884; in the data active = activity above about 50%, passing the limit was not always enough; also: inactives centre near 2
MazEF act – activators of E. coli MazEF toxin-antitoxin RNase | P0AE70 | FAM/BHQ RNA-DNA oligo cleavage fluorescence, 5 h | activation, % at 20 µM | 0.32% of 350,000 active; in the data active = activation above about 50%
Target sequence (P0AE70 whole entry, looked up): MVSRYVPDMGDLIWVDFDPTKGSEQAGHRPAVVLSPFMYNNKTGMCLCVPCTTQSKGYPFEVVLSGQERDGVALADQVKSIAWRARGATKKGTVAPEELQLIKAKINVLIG
TcdB inh – TcdB glycohydrolase inhibition; AID 652162; TcdB glycohydrolase enzymatic assay, plate reader; 0.24% of 350,000 active; inhibition, % at 9.99 µM; P18177; in the data active = inhibition above about 10%
Active calls of the source: *; i = inactive; . = not tested or not shown; & = joins results of further samples. A portion of the library (hit frequency here may not be typical).

1) O=c1[nH]c2ccc(Br)cc2c(-c2ccccc2)c1CN1CCOCC1
2) O=C(NCCc1ccccc1)C1CCN(S(=O)(=O)c2cccc3nonc23)CC1
3) S=c1nc[nH]c2c1ncn2-c1ccccc1
4) Cc1oc(S(=O)(=O)N2CCCCC2)cc1NC(=O)Nc1ccc(F)cc1
5) CCOC(=O)C1=C(CBr)NC(=O)NC1C (stereo unspecified)
6) Cc1ccc(/C=c2\sc3n(c2=O)CN(c2cccc(Br)c2)CN=3)o1
7) O=C(COc1ccc(S(=O)(=O)N2CCOCC2)cc1Cl)NCc1ccc2c(c1)OCO2
8) Cc1cc(C)c(C)c(S(=O)(=O)NCC(=O)NCC2CCCCC2)c1C

compound no.	1	2	3	4	5	6	7	8
PriA SSB inh	10	-8	-7	6	-6	.	.	2
Rv3671c protease	3	-3	.	1	3	4	.	2
SARS 3CLpro inh	6	4	.	5	1	-2	.	4
CCHFV vOTU inh	6	5	-2	2	13	9	-6	17
DUSP3 inh	-20	8	.	20	-6	15	.	1
PrPC surface inh	-2	-21	-3	9	3	-7	4	8
BH1578 lux ind	-0.3	-3.6	-2.9	-1.2	-0.1	0.3	i	-0.1
Yp Topo-I inh	8	-2	-1	-2	-13	3	5	23
MazEF act	4	6	0	6	0	-6	5	-3
TcdB inh	0.6	.	1.6	1.2	-0.5	.	0.8	1.5

9) O=C1Cc2cc([N+](=O)[O-])ccc2N1c1c(Cl)cccc1Cl
10) O=C(O)CSc1nnc(COc2cccc3ccccc23)o1
11) COc1ccc(CNC(=O)CN(c2ccc(OC)c(Cl)c2)S(=O)(=O)c2ccc(C)cc2)cc1
12) Cc1cc(N2C(=O)C3C4C=CC(C4)C3C2=O)no1 (stereo unspecified)
13) Oc1ccc(/C=N/Nc2nc(-c3ccccc3F)nc3ccccc23)c(O)c1
14) O=c1cc(-c2ccccc2)[nH][nH]1
15) O=C(CN1C(=O)c2ccccc2C1=O)NCCc1c[nH]c2ccccc12
16) C[C@@H](C(=O)NCCc1ccc(F)cc1)N1C(=O)N2CCc3c([nH]c4ccccc34)[C@@]2(C)C1=O

compound no.	9	10	11	12	13	14	15	16
PriA SSB inh	11	-7	0	-6	.	6	6	5
Rv3671c protease	3	-8	-17	2	16	-43	-4	5
SARS 3CLpro inh	5	4	5	-6	-2	0	-7	3
CCHFV vOTU inh	12	3	19	-7	-9	10	-9	-1
DUSP3 inh	2	-1	59*	9	21	18	-6	21
PrPC surface inh	-1	0	-2	0	-5	1	0	9
BH1578 lux ind	i	0.9	i	i	i	-0.4	-0.2	-0.3
Yp Topo-I inh	-11	0	26	5	-19	2	-3	4
MazEF act	-9	0	-4	4	-12	3	3	3
TcdB inh	-0.2	-0.8	1.1	.	0.6	3.9	0.1	4.0

17) CCOCCCn1c(SC(C)C(=O)NCC2CCCO2)nc2sc(C)c(C)c2c1=O (stereo unspecified)
18) O=C(CCCOc1ccc(Cl)cc1)NC1CCCCC1
19) O=C(NCCc1cn2cccnc2n1)C1CCC(=O)N(Cc2ccccc2F)C1 (stereo unspecified)
20) CCOCCCNC(=O)c1ccc2c(c1)ncn2-c1ccccc1OC
21) CC(C)CC(c1nnnn1Cc1ccccc1)N1CCN(C(=O)c2ccco2)CC1 (stereo unspecified)
22) COC(=O)CN1C(=O)[C@H]2[C@@H](C3CC3)N3C(=O)CN(CCO)C(=O)[C@@]3(Cc3ccccc3)[C@H]2C1=O
23) CCc1cc(=O)oc2cc(C)c(CN3CCCC(C)C3)c(O)c12 (stereo unspecified)
24) Brc1ccc(-c2nnc3sc(CNCc4ccc5c(c4)OCO5)cn23)cc1

compound no.	17	18	19	20	21	22	23	24
PriA SSB inh	-2	-3	.	3	-11	-9	-9	-6
Rv3671c protease	-4	6	.	-8	-6	2	2	13
SARS 3CLpro inh	.	-1	.	1	-2	-2	-4	5
CCHFV vOTU inh	-8	11	-87	-8	9	9	-6	0
DUSP3 inh	.	2	.	13	36	20	-2	2
PrPC surface inh	3	-7	8	-5	-8	6	-3	-9
BH1578 lux ind	-2.1	i	-0.5	i	5.1	-0.7	1.0	-0.3
Yp Topo-I inh	24	3	9	4	3	5	1	-4
MazEF act	-1	-2	5	8	7	-13	4	-2
TcdB inh	1.2	-0.1	-1.4	0.0	.	1.6	.	0.2

25) C[C@@H]1CCCCO[C@H](CN(C)S(=O)(=O)c2cccs2)[C@@H](C)CN([C@H](C)CO)C(=O)c2cc(NC(=O)C3CCCCC3)ccc2O1
26) COc1cc(/C(C)=N/NC(=O)CN2CCN(S(=O)(=O)c3ccc(C)cc3)CC2)ccc1O
27) CCN(CC)S(=O)(=O)c1ccc(-c2nnc(SCc3nnc(-c4ccccc4)o3)o2)cc1
28) Cc1ccsc1C(=O)Nc1ccccc1N1CCCC1
29) COc1cccc(NC(=O)NNC(=O)C(C)Oc2ccc3ccccc3c2)c1 (stereo unspecified)
30) O=Cc1ccc(N2CCCC2)c([N+](=O)[O-])c1
31) Cc1cc2n(n1)C(c1cn(-c3ccccc3)nc1C)Nc1c(C)cccc1-2 (stereo unspecified)
32) CCc1nc2ccc(C(=O)N3CCN(S(=O)(=O)CC)CC3)cn2c1N(CCC(C)C)CCN(C)C

compound no.	25	26	27	28	29	30	31	32
PriA SSB inh	.	.	0	2	1	6	-17	.
Rv3671c protease	.	0	-6	5	.	5	2	.
SARS 3CLpro inh	.	1	-1	.	1	-7	4	.
CCHFV vOTU inh	1	-3	-11	-4	11	15	-12	3
DUSP3 inh	.	17	0	.	8	17	3	.
PrPC surface inh	-4	1	4	3	4	-2	4	-7
BH1578 lux ind	-0.5	i	-0.5	i	i	0.6	.	i
Yp Topo-I inh	11	1	-7	10	8	2	10	-16
MazEF act	4	7	-30	-3	2	3	-2	.
TcdB inh	0.5&-0.1	3.8	-2.2	-0.5	0.6	0.5	.	0.5

An excerpt from above, limited to TcdB inh.
item	SMILES	TcdB inh
28	Cc1ccsc1C(=O)Nc1ccccc1N1CCCC1	-0.5
30	O=Cc1ccc(N2CCCC2)c([N+](=O)[O-])c1	0.5

Additional structures:
33) Cn1c(=O)c([N+](=O)[O-])c(N2CCSCC2)c2ccccc21
34) O=C1CC(N2CC2)C(=O)N1c1ccccc1 (stereo unspecified)
35) CCCNC(=O)C1CC(=O)N(c2ccc(OCc3ccc(Cl)cc3)cc2)C1 (stereo unspecified)
36) COc1ccc(CCn2c(C)cc(C(=O)COC(=O)c3cnccn3)c2C)cc1
37) COc1cccc(CNC(=O)CCCCCn2c(=S)[nH]c3ccc(N4CCOCC4)cc3c2=O)c1
38) CC(c1ccncn1)N(C)Cc1nc(-c2ccc(C(F)(F)F)cc2)no1 (stereo unspecified)
39) NC(=O)C1CCN(Cc2nnnn2Cc2ccco2)CC1
40) CC(OC(=O)CNC(=O)c1ccco1)C(=O)N(C)c1ccccc1 (stereo unspecified)

compound no.	33	34	35	36	37	38	39	40
PriA SSB inh	4	.	-8	-5	.	-6	5	-1
Rv3671c protease	1	.	-2	9	2	-2	10	1
SARS 3CLpro inh	7	.	-4	-1	2	2	0	-3
CCHFV vOTU inh	2	1	10	13	9	-2	6	11
DUSP3 inh	8	.	2	4	-17	4	28	9
PrPC surface inh	7	-2	13	2	-2	11	-8	-6
BH1578 lux ind	-0.8	i	1.0	-0.3	.	-0.3	-0.2	-0.1
Yp Topo-I inh	-3	2	12	9	.	-4	-1	11
MazEF act	4	5	3	3	.	-2	-4	7
TcdB inh	-0.6	0.3	0.2	2.9	-0.7	0.2	2.7	1.7

41) CCC(C)NC(=O)C1c2ccccc2Oc2ccccc21 (stereo unspecified)
42) c1ccc(-c2cn(-c3ccccc3)c3[n+]2CCS3)cc1
43) CCOc1ccccc1C(=O)NCC(=O)N1CCC(C)CC1
44) COc1ccc(C)cc1NC(=O)c1ccc(NC(=O)CC2SC(N3CCCC3)=NC2=O)cc1 (stereo unspecified)
45) C=CCn1c(SCc2cc(=O)n3ccsc3n2)nc2cc(Cl)ccc2c1=O
46) N#CC(=C1SC=CS1)c1nc(-c2ccccc2)cs1
47) Cc1oc2c(O)c(O)ccc2c(=O)c1-c1ccc(Cl)cc1
48) COc1cccc(NC2c3ccccc3C(=O)N2Cc2ccccc2Cl)c1 (stereo unspecified)

compound no.	41	42	43	44	45	46	47	48
PriA SSB inh	-13	-8	-1	2	-9	-7	7	-13
Rv3671c protease	1	3	5	-1	5	5	4	2
SARS 3CLpro inh	-3	0	.	-4	-2	-1	1	7
CCHFV vOTU inh	-9	1	13	6	6	7	-13	1
DUSP3 inh	-5	9	.	3	22	32	38	6
PrPC surface inh	1	6	-4	-8	4	1	3	29*
BH1578 lux ind	-0.4	-4.5	0.6	7.6*	i	i	i	-0.4
Yp Topo-I inh	3	-11	0	-5	3	-11	1	16
MazEF act	13	-3	-6	5	5	2	12	-8
TcdB inh	0.4	0.6	-0.2	.	-1.5	0.8	0.4	0.2

Entries of single compounds, quoted from the list:
Cc1oc2c(O)c(O)ccc2c(=O)c1-c1ccc(Cl)cc1 in the list: PriA SSB inh: 7; Rv3671c protease: 4; SARS 3CLpro inh: 1; CCHFV vOTU inh: -13; DUSP3 inh: 38; PrPC surface inh: 3; BH1578 lux ind: i; Yp Topo-I inh: 1; MazEF act: 12; TcdB inh: 0.4
C=CCn1c(SCc2cc(=O)n3ccsc3n2)nc2cc(Cl)ccc2c1=O in the list: PriA SSB inh: -9; Rv3671c protease: 5; SARS 3CLpro inh: -2; CCHFV vOTU inh: 6; DUSP3 inh: 22; PrPC surface inh: 4; BH1578 lux ind: i; Yp Topo-I inh: 3; MazEF act: 5; TcdB inh: -1.5
COc1cccc(NC2c3ccccc3C(=O)N2Cc2ccccc2Cl)c1 (stereo unspecified) in the list: PriA SSB inh: -13; Rv3671c protease: 2; SARS 3CLpro inh: 7; CCHFV vOTU inh: 1; DUSP3 inh: 6; PrPC surface inh: 29*; BH1578 lux ind: -0.4; Yp Topo-I inh: 16; MazEF act: -8; TcdB inh: 0.2

More entries.
49) CCC(=O)NCCc1nc2ccccc2n1CC(=O)c1ccccc1
50) CCCOc1ccc(/C=C2/C(=O)ON=C2C)cc1OCC
51) C=CCOc1c(Br)cc(/C=C2/C(=O)ON=C2C)cc1OC
52) CCOc1ccc(NC(=O)C2CC(=O)N(C(C)C)C2)cc1 (stereo unspecified)
53) O=C(/C=C/c1cccs1)c1ccco1
54) COC(=O)c1ccc(Oc2c(C)oc3cc(OCc4cnn(-c5ccccc5)c4)ccc3c2=O)cc1
55) Cc1ccc(NS(=O)(=O)c2ccc(C)c(NC(=O)COc3ccccc3)c2)c(C)c1
56) COc1ccc(C(=O)NC2CC(C)(C)Cc3occc32)cc1 (stereo unspecified)

compound no.	49	50	51	52	53	54	55	56
PriA SSB inh	0	-2	0	-2	13	-2	-4	-15
Rv3671c protease	5	-4	-5	-15	.	-1	-16	-13
SARS 3CLpro inh	7	1	0	5	.	-4	4	-1
CCHFV vOTU inh	2	-6	-4	-2	6	-6	-7	-4
DUSP3 inh	11	-3	-8	-6	.	-18	-8	0
PrPC surface inh	-3	1	1	1	-7	1	-3	7
BH1578 lux ind	-0.6	-0.4	0.5	5.0	-1.5	-0.4	-0.3	0.3
Yp Topo-I inh	2	0	-8	-4	-3	-8	46	-1
MazEF act	9	-3	-3	6	-36	-26	10	4
TcdB inh	1.9	-0.2	1.9	.	0.5	.	.	.

57) Cc1ccccc1CN1CCN(CC(=O)NCc2ccccc2)CC1
58) N/C(=N\OC(=O)CC1CCCCC1)c1ccc([N+](=O)[O-])cc1
59) COc1ccc(CN2CCNC(=O)C2CC(=O)N2CCCCO2)cc1OC (stereo unspecified)
60) CCCn1c(N)c(N(CCOC)C(=O)c2ccc(F)cc2)c(=O)[nH]c1=O

compound no.	57	58	59	60
PriA SSB inh	-7	.	-9	5
Rv3671c protease	0	-12	-17	0
SARS 3CLpro inh	-2	-1	-1	3
CCHFV vOTU inh	11	1	5	8
DUSP3 inh	21	2	17	-7
PrPC surface inh	2	-7	-2	0
BH1578 lux ind	-0.6	i	.	-0.3
Yp Topo-I inh	3	3	-9	5
MazEF act	3	0	0	10
TcdB inh	1.0	.	1.2	-0.8

High-throughput results from PubChem.
